ARFGAP1 inh: inhibitors of rat ARFGAP1 GAP activity, primary screen, biochemical, fluorescence polarization, GDP tracer; AID 651572, 2012; Arfgap1-stimulated ARF1 GTP hydrolysis, GDP FP detection; inhibition, % at 16.5 µM; 0.26% of 360,000 active;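 active means inhibition above a per-plate limit, mean inhibition of low control wells plus 3 SD, cut at about 25% in these data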;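 further: 0% = DMSO wells with enzyme and 100% = wells lacking Arfgap1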
Target sequence (Q62848 1-136 limits assumed): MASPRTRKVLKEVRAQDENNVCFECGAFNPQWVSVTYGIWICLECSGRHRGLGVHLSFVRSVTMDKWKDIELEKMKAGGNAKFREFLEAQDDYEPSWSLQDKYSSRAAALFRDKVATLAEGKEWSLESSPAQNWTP
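Material: truncated rat Arfgap1 GAP domain; Incubation: compound-enzyme preincubation 20 min, reaction 120 min, detection 60 min, 25 °C; Read-out: percent inhibition of Arfgap1-stimulated GTP hydrolysis; Technique: FP, GDP Alexa 633 tracer displaced from anti-GDP antibody, 620/688 nm; Controls: No-Arfgap1 wells (100%) versus DMSO full-reaction wells (0%); Replication: single well per compound.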
ASAP1 GAP inh: inhibitors of human ASAP1 ArfGAP activity, primary screen, biochemical, fluorescence polarization; Arf-GAP with SH3 domain, ANK repeat and PH domain-containing protein 1 (Homo sapiens), …; ASAP1-stimulated ARF1 GTP hydrolysis, GDP FP detection; inhibition, % at 16.5 µM; AID 624377, 2012; 0.19% of 360,000 active; in the data active means inhibition above about 25%;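 further: 0% = vehicle with enzyme and substrate and 100% = no enzyme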
PLCg1 inh: PLC-gamma1 enzyme inhibitors, primary screen, biochemical, fluorescence, purified enzyme | fluorogenic substrate | inhibition, % at 12.2 µM | 0.84% of 370,000 active | AID 720700, 2013; in the data active means inhibition above about 9.5%
UHRF1 binding: UHRF1 methylated DNA binding inhibitors, primary screen, counter-screen for MBD2 inhibitor project, biochemical, TR-FRET, human UHRF1, single concentration. UHRF1 binding to methylated oligo. inhibition, % at 4.4 µM. 0.75% of 370,000 active. AID 687016, 2013; in the data active means inhibition above about 21%;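 further: UHRF1 SRA domain binding a hemimethylated CpG hairpin DNA probe; 0% = median of test compound wells and 100% = reference inhibitor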
proKLK7 act: proKLK7 zymogen activators, primary screen, biochemical, fluorescence intensity; Kallikrein-7 (Homo sapiens), P49862; purified proKLK7, EDANS-DABCYL substrate fluorescence; 100% is mature enzyme control, 0% vehicle; activation, % at 7 µM; 0.9% of 370,000 active;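 active means activation above the mean of all tested compounds plus 3 SD, computed per campaign excluding outliers beyond control limits, cut at about 13% in these data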
Target sequence (P49862 whole entry, looked up): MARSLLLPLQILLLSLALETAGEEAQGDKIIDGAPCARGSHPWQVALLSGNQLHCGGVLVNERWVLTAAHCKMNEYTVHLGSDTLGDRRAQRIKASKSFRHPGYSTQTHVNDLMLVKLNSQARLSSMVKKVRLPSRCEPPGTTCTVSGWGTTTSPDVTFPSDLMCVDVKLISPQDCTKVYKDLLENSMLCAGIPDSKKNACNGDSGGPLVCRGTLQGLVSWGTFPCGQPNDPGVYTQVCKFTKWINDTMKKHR
ADAM17 inh: ADAM17 inhibitors, primary screen, biochemical, QFRET | recombinant ADAM17, EDANS/DABCYL FRET peptide cleavage | 0.83% of 370,000 active | inhibition, % at 6.95 µM | Disintegrin and metalloproteinase domain-containing protein 17 (Homo sapiens), P78536 | AID 720648, 2013;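 active means inhibition above the mean of compounds lying between control limits plus 3 SD, set per campaign, cut at about 8.5% in these data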;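 further: 0% = DMSO-only wells as the low control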
DDE Tn7 FP inh: inhibitors of Tn7 peptide binding to fibrin DD(E), primary screen, biochemical, fluorescence polarization, human fibrin, Tn7 probe; 0.13% of 370,000 active; FP displacement of FITC-Tn7 peptide from fibrin DD(E); 0% = median of compound wells per plate; inhibition, % at 8.3 µM; AID 720508, 2013; Fibrinogen beta chain (Homo sapiens), P02675;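 active means inhibition above the mean of compounds falling within the control limits plus 3 SD of them, cut at about 14% in these data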;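 further: 0% = plate median of compound wells and 100% = 10 µM Aha-Tn7 peptide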
Target sequence (P02675 whole entry, looked up): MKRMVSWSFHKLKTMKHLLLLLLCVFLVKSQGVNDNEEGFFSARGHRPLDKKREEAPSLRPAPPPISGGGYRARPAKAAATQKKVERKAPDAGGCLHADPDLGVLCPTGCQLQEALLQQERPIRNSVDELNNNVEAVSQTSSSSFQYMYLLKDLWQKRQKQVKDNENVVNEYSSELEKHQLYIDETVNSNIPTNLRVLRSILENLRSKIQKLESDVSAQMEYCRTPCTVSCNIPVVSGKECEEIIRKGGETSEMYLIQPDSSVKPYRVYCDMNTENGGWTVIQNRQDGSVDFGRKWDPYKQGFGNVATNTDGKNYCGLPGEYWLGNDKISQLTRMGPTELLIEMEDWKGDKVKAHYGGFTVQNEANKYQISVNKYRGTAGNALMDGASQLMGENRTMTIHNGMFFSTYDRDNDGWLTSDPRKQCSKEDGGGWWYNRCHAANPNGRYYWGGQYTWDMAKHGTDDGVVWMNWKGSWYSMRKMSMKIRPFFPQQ
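assay system = human clot-derived fibrin DD(E) complex | quantity = Fibrin-DD(E) at 2 µM final | timing = 10 min preincubation, 3 h with tracer, room temperature | signal = fluorescence polarization | measure = percent inhibition | benchmarks = high control wells with 10 µM unlabelled Aha-Tn7 peptide (full inhibition) | replicates = singlicate testing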
PLC-beta3 inh: human PLC-beta3 inhibitors, primary screen, biochemical, fluorescence; inhibition, % at 12.2 µM; 1-phosphatidylinositol 4,5-bisphosphate phosphodiesterase beta-3 (Homo sapiens), Q01970; 0.18% of 370,000 active; Purified PLC-beta3, fluorogenic substrate; in the data active means inhibition above about 11%;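 further: 0% = median of compound wells on plate and 100% = full blocker control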
MBD2 inh: inhibitors of MBD2 binding to methylated DNA, primary screen, biochemical, TR-FRET, DNA-binding domain, human; Methyl-CpG-binding domain protein 2 (Homo sapiens), Q9UBB5; 0.31% of 370,000 active; AID 686964, 2013; inhibition, % at 4.4 µM; MBD2 binding to methylated oligonucleotide; in the data active means inhibition above about 13%
Tn6 DDE FP: inhibitors of Tn6 peptide binding to fibrin DD(E), primary screen, biochemical, fluorescence polarization, human fibrin, Tn6 probe. Fibrinogen beta chain (Homo sapiens), P02675. Fibrin DD(E) TRITC-Tn6 fluorescence polarization displacement. inhibition, % at 8.3 µM. 0.21% of 370,000 active. AID 720509, 2013;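 active means inhibition above a per-campaign cutoff: mean of compounds within control limits plus 3 SD, cut at about 15% in these data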;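 further: 0% = median of all compound wells on the plate and 100% = blocking peptide control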
The depositor's hits bear a star.

structure	ARFGAP1 inh	ASAP1 GAP inh	PLC-beta3 inh	UHRF1 binding	MBD2 inh	proKLK7 act	Tn6 DDE FP	PLCg1 inh	DDE Tn7 FP inh	ADAM17 inh
O=C(COc1ccc(S(=O)(=O)N2CCCC2)cc1Cl)NCc1ccccn1	5	-5	-11	0	-2	0.3	-10	1	0	-4
Cc1nn(C)c2c1NC(=O)CS2	-7	7	-1	2	-3	-0.3	6	3	4	-4
O=S(=O)(NC1c2cccc3cccc(c23)C1N1CCN(CCO)CC1)c1ccccc1 (stereo unspecified)	17	-6	-8	5	5	-1.2	-3	-5	2	-3
N/C(CCS(=O)(=O)c1ccc(Cl)cc1)=N\OC(=O)c1ccccc1C(F)(F)F	-9	-10	-3	0	3	0.0	2	2	5	-2
Cc1ccc(OCC(=O)Nc2ccc3c(c2)OCO3)c(C)c1	-4	2	6	-1	-2	0.1	1	3	1	1
Cc1csc(-c2nc3ccccc3n2C(C(=O)Nc2c(C)cccc2C)C2CC2)c1 (stereo unspecified)	14	3	-23	1	0	0.1	7	-10	5	-40
N#CC(C#N)=NNc1ccc2cn[nH]c2c1	6	6	-2	4	4	-0.1	3	1	4	-1
O=C(CCc1ccccc1)Nc1ccc(N2CCOCC2)c(Cl)c1	5	9	3	-1	-5	0.3	1	-1	-4	0
COc1ccccc1CNC(=O)c1ccc(NS(C)(=O)=O)cc1	2	4	-1	1	5	-0.2	8	1	5	-3
N#Cc1ccc(C(=O)OCC(=O)N2CCOCC2)cc1	-3	-4	-4	1	4	-0.4	-2	2	2	2
COc1ccccc1C(=O)NCCC(=O)N1CCCCCCC1	4	-12	-4	-1	4	0.2	3	1	1	-3
Cn1c(N)cc(=O)n(C)c1=S	0	5	1	1	5	-0.5	6	-4	3	-8
CC(C)OC(=O)c1cccc(C(=O)Nc2cccc(NC(=O)c3cccc(C(=O)OC(C)C)n3)n2)n1	8	5	-2	5	-3	-3.2	1	-5	4	-1
O=C(NCc1ccccc1)c1ccc(CN2CCC(Cc3ccccc3)CC2)cc1	15	2	4	1	-5	0.4	-1	5	-2	2
CCOc1cc(CNc2ccc(S(N)(=O)=O)cc2)ccc1OCC(=O)NC(C)(C)C	-8	-5	5	-1	-3	0.1	5	-1	6	-3
Cn1c(C(=O)c2ccccc2[N+](=O)[O-])nc2ccccc21	-2	9	1	1	3	0.2	9	1	-6	3
COc1cccc(CC(NC(C)=O)C(=O)NC2CCN(C(=O)Nc3ccc(C)cc3)CC2)c1 (stereo unspecified)	3	-11	-7	-2	-3	0.0	-7	0	0	-4
COc1ccccc1C(=O)C1CCCN(C(=O)c2ccco2)C1 (stereo unspecified)	-4	0	4	2	5	0.6	3	2	8	-7
CCN(CC)CCOC(=O)c1c(C)oc2ccc(O)cc12	-1	11	0	4	9	1.2	1	1	4	-4
O=[N+]([O-])c1cccc(COc2ccc(CN3CCCC3)cc2)c1	0	-12	2	1	3	0.2	-4	9	-6	1
Cc1nc(-c2ccc(S(=O)(=O)N3CCCN(CCc4ccccc4)CC3)s2)cs1	-6	-8	-4	0	-5	0.2	8	-1	2	-1
Cc1onc(-c2ccccc2)c1NC(=O)OC(C)c1cccnc1 (stereo unspecified)	-3	7	2	1	2	-0.6	5	-2	-2	-4
O=[N+]([O-])c1ccccc1NC1CCN(Cc2ccccc2)CC1	6	-16	-2	-8	-10	-0.3	-4	-1	-1	-2
O=C(CCn1c(=S)[nH]c2cc3c(cc2c1=O)OCO3)NCCc1ccccc1Cl	-2	-4	0	-2	1	-0.1	-5	1	-7	-6
Cc1ccc(-n2c(=O)[nH]cc(C(=O)Nc3ccc4c(c3)OCCO4)c2=O)cc1C	-1	-4	-3	2	4	0.5	7	-2	1	-4
COC(=O)CCCC(=O)N1CCC(CCC(=O)NCc2ccc(F)cc2)CC1	-2	-4	-2	-1	4	0.0	-4	2	-4	0
CC(C)(C)OC(=O)N[C@H](Cc1ccccc1)C(=O)N1CCC[C@@H]1C(=O)O	0	0	1	1	0	0.1	2	5	1	-3
O=C1NC2C(NC(=O)N2C2CCCCC2)N1C1CCCCC1 (stereo unspecified)	-2	4	3	-4	0	-0.3	1	3	-10	4
CCC(CC)c1nnc(NC(=O)c2cccc(S(=O)(=O)N3CCc4ccccc43)c2)s1	-6	13	-7	0	-4	0.1	-7	-5	-1	7
CCOC(=O)C1=CCN(S(=O)(=O)c2ccccc2C)C1c1cccc(F)c1 (stereo unspecified)	-3	-7	3	-2	3	0.6	6	0	-4	3
Cc1ccc(NC(=O)c2sccc2C)cc1S(=O)(=O)N(C)C	-4	-1	2	-2	1	0.0	0	3	-4	1
COc1cccc(C(=O)OC(C)C(=O)Nc2ccc3c(c2)OCO3)c1 (stereo unspecified)	5	6	-7	-1	-6	0.5	-2	-4	1	-1
Cc1ccsc1C=C1C(=O)c2ccccc2C1=O	-12	7	6	5	-3	0.4	-5	2	-1	1
CCCc1nnc(NS(=O)(=O)c2ccc(C)cc2)o1	-8	17	-1	5	1	-0.1	-4	-2	1	-3
CS(=O)(=O)Nc1cccc(C2=NN(C(=O)CCCC(=O)O)C(c3cccs3)C2)c1 (stereo unspecified)	9	-7	-18	-3	-4	-3.1	9	-7	6	1
CC(C)(C)n1nnnc1CN1CCN(C2CCCC2)CC1	0	-11	3	3	-5	0.6	3	3	5	-1
CCCn1c(SCC(=O)c2ccc3c(c2)NC(=O)CO3)nc2ccccc21	5	3	0	-4	-1	0.7	2	0	-2	0
CC1CCCN(CCCOc2ccc(Cl)cc2Br)C1 (stereo unspecified)	-2	1	2	0	8	0.2	3	-1	-1	-4
CCOc1cccc(SCc2noc(C(=O)NC(C)C)c2C(=O)O)c1	-4	6	-1	-4	-1	0.1	2	1	-5	-3
C=CC[C@@H](CC(=O)N[C@H](CO)Cc1ccccc1)C(=O)N[C@H](COC(=O)[C@H](CC=C)CC(=O)OC(C)(C)C)Cc1c[nH]c2ccccc12	-3	6	4	1	3	-0.5	-1	10*	-7	17*
CC(C)OC(=O)CN1C(=O)C(C)(C)Oc2ccc(C(=O)NC3CC3)cc21	4	9	1	-1	0	0.9	1	0	-1	-2
COc1ccc(/C=C/C(=O)OCC(=O)NC(C)CCc2ccccc2)cc1 (stereo unspecified)	2	8	-5	-1	-2	-0.1	1	0	4	-1
O=C(NCN1C(=O)C2C3C=CC(C3)C2C1=O)Nc1cccnc1 (stereo unspecified)	12	-7	1	-3	1	0.6	13	0	-2	-6
Nc1ncnc(N2CCc3ccccc32)c1[N+](=O)[O-]	14	-14	-2	9	1	-0.1	2	1	2	0
Cc1ccc(S(=O)(=O)Nn2cnnc2)cc1	-2	-12	-3	1	3	0.7	-4	-1	-2	-2
CCOC(=O)N1CCN(C(=O)CSc2ccc3nnc(-c4ccccn4)n3n2)CC1	9	-3	-28	-2	-3	1.1	14	-16	-3	-10
CCC(C)(C)NC(=O)C(OC(=O)c1ccco1)c1ccc(OC)cc1 (stereo unspecified)	2	-8	-7	-1	0	0.1	6	-1	1	0
Nc1nc2n(n1)C(c1ccco1)CC(c1ccc(Cl)cc1)N2 (stereo unspecified)	-4	-3	-14	0	-1	0.5	-2	-14	-5	-15
Cc1nn2c(C(F)(F)F)c3c(nc2c1-c1ccccc1)CCC3	-10	-7	1	0	-5	0.0	-2	3	-3	-1
COCCCn1c(SCC(=O)OC2CCCCC2)nnc1-c1cccs1	6	0	6	-3	-6	0.4	-2	4	4	4
O=C(NC1CCCCC1)Oc1ccccc1	-4	-4	-4	3	-9	-0.2	5	4	2	1

Sorted by value in MBD2 inh (largest number first): some entries from above.
| SMILES | MBD2 inh |
| --- | --- |
| O=C(NCN1C(=O)C2C3C=CC(C3)C2C1=O)Nc1cccnc1 (stereo unspecified) | 1 |
| CC(C)OC(=O)CN1C(=O)C(C)(C)Oc2ccc(C(=O)NC3CC3)cc21 | 0 |
| Nc1nc2n(n1)C(c1ccco1)CC(c1ccc(Cl)cc1)N2 (stereo unspecified) | -1 |

Marked active in ADAM17 inh, of those listed so far:
canonical_smiles | ARFGAP1 inh | ASAP1 GAP inh | PLC-beta3 inh | MBD2 inh | proKLK7 act | Tn6 DDE FP | PLCg1 inh | DDE Tn7 FP inh | ADAM17 inh
C=CC[C@@H](CC(=O)N[C@H](CO)Cc1ccccc1)C(=O)N[C@H](COC(=O)[C@H](CC=C)CC(=O)OC(C)(C)C)Cc1c[nH]c2ccccc12 | -3 | 6 | 4 | 3 | -0.5 | -1 | 10* | -7 | 17*
